FUS yeast rescue = qHTS for Suppressors of FUS Proteinopathy: Primary screen using FUS-linked yeast assay; S. cerevisiae FUS-expressing, growth rescue, OD600, 24 h; Potency, µM (doses to about 76.6 µM), inactives show at the top dose growth rescue (activation), most hits filed as activators; hit rate 0.24% among 390,000;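 also: potency is read from the fitted curve at half-maximal effect; plate controls were DMSO vehicle for no effect and reference control for full effect; nearly all actives have a fitted effect of over 55% in size; some results filed as inactive show a strong effect at the top dose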
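Read-out: OD at 600 nm after 24hr at 30C, reporting rescue of FUS-induced yeast toxicity. Cells at OD 0.005 in galactose (2%) minimal medium; compounds tested in a dilution series; CP55940 titration from 92uM final as control.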
IL2 activator = qHTS of IL-2 Activators; IL-2 activation reporter assay, cell-based qHTS; stimulated with anti-CD3/CD4/CD28 beads; in transgenic mouse T cells; activation, % (series mostly up to about 46 µM); hit rate 0.065% among 360,000; AID 652025, 2013; in the data active = activation above about 50%; inconclusive = mostly about 30% to 49%; also: 0% is about no effect
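Unstimulated transgenic mouse T cells; 60-min compound exposure; bead-based TCR/CD4/CD28 stimulation; 18 h culture, 37 degrees C; dual fluorescence (EGFP, DsRed) plate cytometry.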
WRN helicase inh = qHTS for Inhibitors of WRN Helicase | WRN helicase unwinding, fluorescent forked duplex, kinetic | AID 651768, 2012 | Bifunctional 3'-5' exonuclease/ATP-dependent helicase WRN (Homo sapiens), Q14191 | Potency, µM (highest dose often 114 µM), without a hit: at the highest dose activity change, negative = inhibition, actives largely listed as inhibitors | hit rate 0.46% among 360,000; also: potency is read from the fitted curve at half-maximal effect; % is scaled to controls: 0 for no effect and ±100 for the full control effect; nearly all actives have a fitted effect of over 55% in size
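Enzyme (20 nM final) and test compound sit together 15 min at room temperature before substrate addition. Substrate is a single-forked duplex oligonucleotide (100 nM) labelled with fluorophore and quencher, with 2 mM ATP; helicase unwinding raises red fluorescence, read kinetically.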
EPAC1 ag = qHTS for Agonist of cAMP-regulated guanine nucleotide exchange factor 3 (EPAC1): primary screen | Potency, µM (top dose mostly 154 µM), for inactives: top-dose activation, actives largely listed as activators | Rap guanine nucleotide exchange factor 3 (Homo sapiens), O95398 | hit rate 0.073% among 360,000 | EPAC1 agonist qHTS, biochemical assay; response scale: 100% = response to 6.5 mM cAMP; also: potency is read from the fitted curve at half-maximal effect; nearly all actives have a fitted effect of over 60% in size
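Nucleotide exchange assay: 100 nM EPAC1 with 250 nM Rap1B loaded with BODIPY-GDP and 50 uM GDP, room temperature. Fluorescence (480/540 nm) read every 5 min for 30 min; signal change normalized to 6.5 mM cAMP as full agonist.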
PI5P4K alpha inh = qHTS for Inhibitors of phosphatidylinositol 5-phosphate 4-kinase (PI5P4K); Phosphatidylinositol 5-phosphate 4-kinase type-2 alpha (Homo sapiens), P48426; max response, %; AID 652105, 2013; hit rate 1.2% among 330,000; PI5P4Kalpha enzyme, ADP-Glo luminescence, 60 min; stronger effect = lower value; active = max response of -50% or lower; inconclusive = between -30% and -50%; inactive = -30% or higher; also: value at the top dose of about 77 µM; % is scaled to controls: 0 for no effect and ±100 for the full control effect
Target sequence (P48426 whole entry, looked up): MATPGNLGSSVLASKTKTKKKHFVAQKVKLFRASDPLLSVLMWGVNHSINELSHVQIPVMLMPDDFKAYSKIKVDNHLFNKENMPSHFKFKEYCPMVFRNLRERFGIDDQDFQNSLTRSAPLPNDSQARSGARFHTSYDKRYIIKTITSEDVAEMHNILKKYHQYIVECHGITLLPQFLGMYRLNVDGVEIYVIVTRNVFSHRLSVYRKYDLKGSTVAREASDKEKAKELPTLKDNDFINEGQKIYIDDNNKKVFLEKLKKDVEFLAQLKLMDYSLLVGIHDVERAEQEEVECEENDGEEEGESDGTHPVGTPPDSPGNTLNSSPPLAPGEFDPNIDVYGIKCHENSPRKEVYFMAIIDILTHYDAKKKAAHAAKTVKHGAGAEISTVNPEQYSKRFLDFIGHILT
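qHTS, 1536-well: enzyme/substrate mix, compound by pin tool, 5 microM ATP final; RT 60 min; ADP-Glo reagents 1 (45 min) then 2 (30 min); luminescence.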
PLK1 PBD block = qHTS for Inhibitors of PLK1-PDB (polo-like kinase 1 - polo-box domain): Primary Screen. Serine/threonine-protein kinase PLK1 (Homo sapiens), P53350. Plk1 PBD binding of FITC phosphopeptide, fluorescence polarization. Potency, µM, for the others: max response, negative = inhibition, usual class: inhibitors. hit rate 2.8% among 360,000. AID 720504, 2013; also: potency is read from the fitted curve at half-maximal effect; series mostly up to about 57 µM; % is scaled to controls: 0 for no effect and ±100 for the full control effect; nearly all actives have a fitted effect of over 65% in size
Target sequence (P53350 whole entry, looked up, the tested form may be a part): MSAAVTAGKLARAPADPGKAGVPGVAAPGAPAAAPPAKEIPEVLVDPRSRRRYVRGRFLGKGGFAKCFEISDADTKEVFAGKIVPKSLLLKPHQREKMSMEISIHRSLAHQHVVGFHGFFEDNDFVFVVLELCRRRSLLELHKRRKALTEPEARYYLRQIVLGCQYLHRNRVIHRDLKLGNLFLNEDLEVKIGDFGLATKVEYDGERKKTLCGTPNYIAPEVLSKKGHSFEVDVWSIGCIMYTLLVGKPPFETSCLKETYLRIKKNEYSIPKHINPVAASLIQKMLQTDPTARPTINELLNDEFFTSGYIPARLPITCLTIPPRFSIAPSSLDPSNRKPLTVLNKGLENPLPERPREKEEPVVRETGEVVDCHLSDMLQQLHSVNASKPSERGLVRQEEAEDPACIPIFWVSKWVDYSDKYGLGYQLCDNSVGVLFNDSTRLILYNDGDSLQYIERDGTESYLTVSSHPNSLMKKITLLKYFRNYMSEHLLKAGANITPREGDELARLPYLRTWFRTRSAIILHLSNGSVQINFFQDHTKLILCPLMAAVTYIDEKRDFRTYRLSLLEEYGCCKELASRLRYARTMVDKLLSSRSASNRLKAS
Abeta rescue = qHTS for compounds that reverse cellular toxicity of Amyloid beta (A-beta) peptide in yeast: Primary Screen. yeast expressing A-beta42, growth rescue, OD600, 48 h; response scale: 0% DMSO, 100% iron-clioquinol control. Potency, µM (series often up to 46.1 µM), without a hit: at the top dose growth rescue, most hits filed as activators. hit rate 0.063% among 410,000. AID 1347071, 2019; also: potency is read from the fitted curve at half-maximal effect; nearly all actives have a fitted effect of over 55% in size
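Yeast growth medium received pinned compounds, then yeast cells expressing toxic A-beta were added; plates incubated at 30 C for 48 hr. Growth read as absorbance at 600 nm, normalized to DMSO and equimolar FeCl3 plus clioquinol controls.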
EPAC1 antagonist = qHTS for Antagonist of cAMP-regulated guanine nucleotide exchange factor 3 (EPAC1): primary screen | Potency, µM (doses to about 115 µM), inactives show at the highest dose activity change, negative = inhibition, hits mostly inhibitors | EPAC1 GEF assay, Rap1b-BODIPY-GDP exchange fluorescence | hit rate 0.14% among 360,000 | Rap guanine nucleotide exchange factor 3 (Homo sapiens), O95398;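 also: potency is read from the fitted curve at half-maximal effect; plate controls were vehicle for no effect and positive control for full effect; nearly all actives have a fitted effect of over 50% in size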
* = called active by the depositor; ? = inconclusive; nt = no result given; [ ] = dose if it differs, or a comment. Unless noted, calls follow the shape of the dose curve; as a rule, active = well fitted curve in the direction sought with a large enough effect; inconclusive = small, poorly fitted or top-dose-only effect, or another doubt; inactive = no such curve, though single readings can be large; an effect the other way counts as inactive or inconclusive. Rows were taken by chance; overall some 4.1% were active at least once.

SMILES | FUS yeast rescue | IL2 activator | WRN helicase inh | EPAC1 ag | PI5P4K alpha inh | PLK1 PBD block | Abeta rescue | EPAC1 antagonist
O=C1NCCCCC1NC1CC(=O)N(c2ccccc2)C1=O (stereo unspecified) | -19% | -0.9 | 1% | 0% | 12 | -4% | -1% | 1%
O=C1CCCc2nc3c(cc21)C(O)Oc1ccccc1-3 (stereo unspecified) | 36% | -7.5 | 0% | 0% | -9 | -11% | -24% | 4%
O=C(NN1CCN(Cc2ccccc2Cl)CC1)c1ccc(Br)cc1 | 11% | -0.3 | 7% | 12% | -5 | -9% | 6% | 10%
COc1ccc(OC)c(S(=O)(=O)N(C(C)=O)c2ccc3oc(=O)sc3c2)c1 | 1% | -1.8 | 0% | 1% | 0 | 2% | 3% | 14%
Cc1cccc(NS(=O)(=O)c2cc(C(=O)NCc3ccccn3)ccc2C)c1 | 12% | 1.6 | -4% | 7% | -3 | 1% | 12% | -1%
C=CCN1C=CC(=O)[C@@H](OC(=O)Nc2ccc(Br)cc2)[C@H]1c1ccccc1Br | 43% | -0.5 | -6% | -16% | 6 | -4% | -8% | -18%
CCN(C[C@H]1N[C@@](Cc2ccccc2)(C(=O)OC)[C@H]2C(=O)N(Cc3ccccc3)C(=O)[C@@H]12)S(=O)(=O)c1ccc(C(C)(C)C)cc1 | 19% | -0.8 | -5% | -7% | -2 | -5% | 7% | 0%
CC(C)(C)c1ccc(C(=O)N2[C@H](COCc3ccccc3)C=CS2(=O)=O)cc1 | ? | -0.6 | -9% | -8% | 15 | -20% | -6% | -21%
CNC(=O)c1cc(Cl)c(OC)c(OC)c1 | -18% | -0.7 | -27%[57.1 µM] | -4% | -15 | 27µM* | -10% | 10%
CCN1C(=O)[C@H]2[C@@H](c3ccc(C(F)(F)F)cc3)N[C@]3(CCCN(Cc4ccc(Br)cc4)C3=O)[C@H]2C1=O | 38% | 1.3 | -7% | -4% | 17 | -8% | 27% | -13%
CCOC(=O)c1ccc(NC(=O)CCS(=O)(=O)c2ccc(Br)s2)cc1 | 5% | -0.6 | -2% | 0% | -2 | -9% | -16% | 3%
CCSc1nnc(NC(=O)c2cccc(S(=O)(=O)N(C)c3ccccc3)c2)s1 | 14% | 1.8 | -32%[57.1 µM] | -15% | -14 | -22% | -6% | -12%
Cc1cc(C)c2nc(NCCCNC(=S)NCCCN(C)C)c(C#N)cc2c1 | 14% | -0.9 | -1% | 13% | 2 | -10% | -32% | -2%
CCCc1cc(=O)[nH]c(SCC(=O)c2cc(C)n(-c3c(C)n(C)n(-c4ccccc4)c3=O)c2C)n1 | 16% | 0.9 | 4% | 6% | -7 | -10% | -6% | 4%
Cc1cc(S(=O)(=O)Nc2ccccc2C(=O)O)ccc1Cl | 7% | -0.7 | 3% | -2% | nt | -17% | 14% | 3%
CC(C)(C)NC(=S)Nc1ccc(Nc2ccccc2)cc1 | 41% | -0.6 | -23% | 12% | nt | 30µM* | ? | 0%
O=S(=O)(Nc1ccc2nc(N3CCOCC3)sc2c1)c1ccc(Cl)cc1 | 27% | 3.4 | 8% | -7% | -8 | -3% | -4% | ?
Cc1ccc(NS(=O)(=O)c2ccc3c(c2)oc(=O)n3C)cc1F | -19% | 1.2 | 2% | -9% | 3 | -8% | -13% | -6%
CNCC(=O)N1CCN(c2ncc(C(F)(F)F)cc2Cl)CC1 | 1% | -0.7 | 6% | 5% | -6 | -7% | -10% | -16%
CNC(=O)c1ccc(Oc2ccc(C(=O)NC)cc2)cc1 | 41% | -1.8 | 6% | 0% | nt | -6% | -10% | 19%
Cc1ncsc1CCSc1nc2ccccc2c(=O)n1C | -10% | -3.7 | -16% | 12% | nt | -2% | -19% | -7%
C=CCn1c(-c2cccn(Cc3cccc(Cl)c3)c2=O)n[nH]c1=S | 16% | -3.0 | 2% | 5% | nt | -9% | 11% | -5%
O=C(Nc1nc2ccccc2[nH]1)c1ccc(F)cc1 | 26% | -1.5 | 0% | 3% | nt | -6% | -2% | 9%
C=CCOc1c(Br)cc(CNc2ccc3[nH]c(=O)[nH]c3c2)cc1OCC | 47% | 0.8 | 7% | -6% | 4 | -6% | -4% | -4%
COC(=O)c1cn(CC(=O)NCc2ccco2)c2ccccc12 | 50% | -3.1 | 5%[57.1 µM] | 1% | -8 | -7% | -13% | 2%

The list goes on, overlapping the part above by 2 compounds.
SMILES | FUS yeast rescue | IL2 activator | WRN helicase inh | EPAC1 ag | PI5P4K alpha inh | PLK1 PBD block | Abeta rescue | EPAC1 antagonist
C=CCOc1c(Br)cc(CNc2ccc3[nH]c(=O)[nH]c3c2)cc1OCC | 47% | 0.8 | 7% | -6% | 4 | -6% | -4% | -4%
COC(=O)c1cn(CC(=O)NCc2ccco2)c2ccccc12 | 50% | -3.1 | 5%[57.1 µM] | 1% | -8 | -7% | -13% | 2%
Cc1cccn2c(=O)c(/C=C(\C#N)C(=O)NCc3ccco3)c(N3CCCCCC3)nc12 | ? | -0.9 | -1% | -14% | -6 | -9% | 9% | -8%
O=C(NCc1ccc2c(c1)OCO2)C1CCC(CNS(=O)(=O)c2cccc3nsnc23)CC1 (stereo unspecified) | -6% | -2.2 | -3% | -31%[inhibitor] | 3 | 3% | 6% | -7%
Cc1cn([C@H]2C[C@H](O)[C@@H](/C=C/C(=O)NCC(c3ccccc3)c3ccccc3)O2)c(=O)[nH]c1=O | 6% | -0.5 | 2% | 0% | -5 | -3% | 3% | 2%
c1ccc2sc(NC3=NCN(Cc4ccc5c(c4)OCO5)CN3)nc2c1 | 18% | -1.7 | 6% | 11% | nt | 1% | 24% | -10%
CN(CC(=O)Nc1ccccc1C(=O)NC1CC1)Cc1ccc(Cl)cc1 | -13% | 0.3 | -8% | 11% | 2 | -3% | -2% | -6%
O=C(C[n+]1cccc(CNC(=O)c2ccc(OC(F)F)cc2)c1)Nc1ccccc1Cl | nt | 0.1 | -5% | -3% | 4 | -7% | 14% | -10%
C[C@@H]1CN([C@@H](C)CO)C(=O)CCCn2nncc2CO[C@H]1CN(C)Cc1ccc(Oc2ccccc2)cc1 | -10% | -0.9 | -5% | -2% | -2 | -9% | 0% | 11%
Cc1scc(C(=O)NNC(=S)NCC2CCCO2)c1C (stereo unspecified) | 2% | -0.7 | 1% | 6% | 1 | -1% | 10% | 10%
COc1ccc(OC)c(S(=O)(=O)n2cccn2)c1 | 2% | -3.4 | 0% | 14% | -3 | -5% | 5% | 1%
Cc1nc(SC(C)C(=O)NC2CCCC2)c2ccccc2n1 (stereo unspecified) | -10% | -0.5 | -2% | 11% | -5 | -6% | -2% | -22%
CSc1ccc(CN(C)C(C)C(=O)NCC2CCCCC2)cc1 (stereo unspecified) | 16% | -0.1 | 0% | 12% | -5 | -3% | 7% | 13%
Cn1c(=O)n(Cc2ccccc2F)c(=O)c2c1nc1n2CCN1Cc1ccco1 | 16% | 0.3 | 16% | -5% | 2 | -6% | -12% | -10%
COC(=O)C(C)(C)NC(=O)c1cccs1 | -2% | -0.5 | 8% | 0% | 7 | 2% | ? | 5%
COc1ccccc1CC(=O)Nc1cccc(C(=O)Nc2nccs2)c1 | -19% | 0.0 | 4% | 10% | 0 | -4% | -3% | -11%
Cn1nc(-c2ccc(C(=O)O)cc2)c2ccccc2c1=O | 13% | 0.6 | -18% | 4% | 2 | -3% | -5% | 9%
Cc1c(NC(=O)CC(O)(C(F)(F)F)C(F)(F)F)c(=O)n(-c2ccccc2)n1C | -18% | -1.4 | -5% | 1% | nt | -8% | -7% | -4%
CSc1ccc(CNC(=O)c2ccc(NC(=O)C3=CSCCO3)cc2)cc1 | 21% | 1.4 | -15% | -15% | -6 | ? | -10% | 2%
O=C(COC(=O)COc1ccc(Cl)cc1)Nc1ccc(F)c([N+](=O)[O-])c1 | nt | 1.6 | -6% | 1% | -2 | 5% | -14% | -22%
COC(=O)c1ccccc1-n1cccc1C(=O)NP(=O)(N1CCOCC1)N1CCOCC1 | -8% | 0.9 | -25%[57.1 µM] | 10% | 4 | -5% | -9% | 12%
O=C(CN(C1CCCCC1)S(=O)(=O)c1ccccc1)NCC1CCCO1 (stereo unspecified) | -11% | -0.7 | -1% | -2% | 3 | -1% | 4% | -19%
CCCC(C(=O)NCC1CCCO1)N(Cc1ccco1)C(=O)CNS(=O)(=O)c1ccccc1 (stereo unspecified) | -33% | -3.8 | -22% | 1% | -3 | -10% | -4%[9.22 µM] | -14%
CC(=O)NCc1ccc(S(=O)(=O)NC(C(=O)O)C(C)C)cc1 (stereo unspecified) | 3% | 0.2 | -3% | -3% | 1 | 4% | -2% | 3%
COc1ccc(CCNC(=O)COc2ccc3c(c2)OCO3)cc1 | -4% | 0.4 | 0% | 4% | -1 | -4% | 3% | 4%
O=C(NC1CCCCC1)C1c2ccccc2OCC(=O)N1CCc1ccccc1 (stereo unspecified) | 3% | -0.6 | -2% | 9% | -1 | -2% | 0% | -2%
Cc1ccc(S(=O)(=O)N2CCOCC2)cc1NC(=O)COC(=O)Cc1ccc(Cl)cc1 | nt | 2.9 | -6% | -3% | -5 | -1% | 10% | -16%
Nc1cc(=O)[nH]c(SCCSc2cc(Cl)ccc2Cl)n1 | 14% | -0.2 | -8% | -4% | 2 | 0% | -9% | -9%
COc1ccc(CSc2nnc(SCc3ccc([N+](=O)[O-])cc3)s2)cc1 | -6% | 5.6 | -7% | 13% | nt | -7% | -1% | -4%
CCN1c2ccccc2S(=O)(=O)c2ccccc21 | 23% | 0.6 | 8% | -4% | -2 | -10% | -19% | -17%
Cc1cccc(C(=O)NNC(=O)c2cc3cc4ccccc4nc3s2)c1 | -15% | -3.9 | -30% | -11% | 1 | -6% | 27%[9.22 µM] | -22%
CC(=O)c1c(C)[nH]c(C(=O)OCC(=O)N2CC(=O)Nc3ccccc32)c1C | nt | -2.9 | 0% | 4% | 1 | 3% | -5% | 0%

High-throughput results deposited in PubChem BioAssay by National Center for Advancing Translational Sciences (NCATS).
